# Compound activity from PubChem.
# N370S GC mod: inhibits or activates N370S mutant glucocerebrosidase. AID 2101. P04062. Potency, µM (series often up to 59.4 µM), without a hit: at the top dose activity change, negative = inhibition, most hits filed as inhibitors. N370S GC spleen homogenate, 4MU-glucoside fluorescence. hit rate 0.092% among 330,000;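 also: 0% = full enzyme activity and -100% = no enzyme basal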
# FEN1 inh: human FEN1 inhibition; Recombinant FEN1 flap cleavage, fluorescence, 15 min; P39748; hit rate 0.35% among 390,000; Potency, µM (series often up to 114 µM), for inactives: at the highest dose activity change, negative = inhibition, actives largely listed as inhibitors; also: nearly all actives have a fitted effect of over 65% in size
# Target sequence (P39748 whole entry, looked up): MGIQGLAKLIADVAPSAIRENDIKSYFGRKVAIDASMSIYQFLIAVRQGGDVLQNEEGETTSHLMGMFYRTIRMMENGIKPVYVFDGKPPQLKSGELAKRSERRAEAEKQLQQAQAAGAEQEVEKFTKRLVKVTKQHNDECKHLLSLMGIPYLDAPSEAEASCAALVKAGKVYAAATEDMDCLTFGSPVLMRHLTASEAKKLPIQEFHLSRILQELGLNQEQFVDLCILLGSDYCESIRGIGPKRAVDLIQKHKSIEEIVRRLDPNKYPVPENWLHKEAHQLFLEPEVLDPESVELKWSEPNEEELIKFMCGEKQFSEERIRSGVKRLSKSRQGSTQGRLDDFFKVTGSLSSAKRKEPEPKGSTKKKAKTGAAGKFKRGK
#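 Quantitative HTS format: each compound was titrated, incubated with 10 nM nuclease for 15 min at room temperature, then challenged with flap substrate at 50 nM final. Signal change over 15 min gave concentration–effect curves.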
# GCN5L2 inh: blocks human GCN5L2 histone acetyltransferase | Q92830 | AID 504327 | Potency, µM (doses to about 58.9 µM), for inactives: at the top dose activity change, negative = inhibition, actives largely listed as inhibitors | GCN5L2 HAT assay, ThioGlo1 CoA-SH fluorescence | hit rate 0.21% among 390,000
#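 Titration-based screen in which CoA formation is detected via maleimide probe ThioGlo1 (50uM) turning fluorescent on thiol reaction; substrates H3(1-25) 75uM and acetyl-CoA 70uM, GCN5L2 20nM, 20 min incubation at room temperature.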
# * hit, by the source's call; ? = inconclusive; . = not tested or not shown; & = joins results of further samples; [ ] = another dose, or the depositor's remark. Calls follow the shape of the dose curve; as a rule, active = well fitted curve in the direction sought with a large enough effect; inconclusive = small, poorly fitted or top-dose-only effect, or another doubt; inactive = no such curve, though single readings can be large; an effect the other way counts as inactive or inconclusive. Unless noted, % is scaled to controls: 0 for no effect and ±100 for the full control effect; potency is read from the fitted curve at half-maximal effect.
N370S GC mod,FEN1 inh,GCN5L2 inh,canonical_smiles
.,0%,-2%,CC1(c2cccc(Br)c2)NC(=O)N(CC(=O)Nc2ccc3c(c2)OCO3)C1=O (stereo not drawn)
-1%,-9%,-6%,COc1ccc(CC(=O)NCC2CCCN(Cc3cc(OC)cc(OC)c3)C2)cc1 (stereo not drawn)
8%,-8%,-18%,Cc1ccnc(NC(=O)CSc2cc(=O)n(C)c3ccccc23)c1
1%,15%,0%,Cc1nn(-c2ccccc2)c(C)c1NC(=O)COC(=O)c1cc(Cl)ccc1O
-3%,1%,2%,COC(=O)c1c(C(=O)OC)c(-c2ccc(Cl)cc2)n2c1CS(=O)(=O)C2
-7%,.,?,Cn1c(C(=O)N2CCN(C3CCCCC3)CC2)cc2c(=O)n(C)c3ccccc3c21
8%,-9%,-7%,CCOC(=O)CSC1=C(C#N)C(c2ccc(C)cc2)C(C(=O)OC)C(=O)N1 (stereo not drawn)
16%,-17%,-1%,Cc1ccc(C(=O)NN2C(=O)C3C4c5ccccc5C(c5ccccc54)[C@@H]3C2=O)cc1 (stereo partly drawn)
6%,2%,-4%,COc1cc(/C=C2/NC(=O)N(c3cccc(Cl)c3)C2=O)ccc1O
0%,-5%,-8%,Cn1c(CCN2CCCCC2)nc2cc(NC(=O)Nc3ccccc3)ccc21

# Following part:
N370S GC mod,FEN1 inh,GCN5L2 inh,canonical_smiles
9%,-1%,-2%,CCOC(=O)c1cc(CC)sc1NC(=O)CSc1nc2ccccc2c(=O)n1Cc1ccco1
-4%,-6%,-7%,CC1CC(C)CN(C(=O)CSc2nc(N)cc(=O)[nH]2)C1 (stereo not drawn)
4%,-1%,-3%,COc1cccc(-n2ccnc2SCC(=O)N2CCCc3ccccc32)c1
10%,1%,-24%,O=S(=O)(Nc1ccc(S(=O)(=O)N2CCCCC2)cc1)c1cccs1
-6%,.,-5%,COc1cc2c(=O)nc3n(c2cc1OC)C(c1ccccc1)N=C(N)N3 (stereo not drawn)
2%,-4%,-3%,Cc1cc(C)c(-n2c(SCc3nc4ccccc4s3)n[nH]c2=O)c(C)c1
.,-3%,-3%,Cc1c(C(=O)N(C)C)sc2c1c(=O)n(-c1ccc(Cl)c(Cl)c1)c(=O)n2CC(=O)Nc1cccc(C(F)(F)F)c1
.,-1%,1%,Cc1ccc(C)c(CN2C(=O)CSc3ccc(C(=O)NCCc4ccc(Cl)cc4)cc32)c1
11%,1%,2%,Cc1ccsc1C(=O)c1sccc1C
-12%,-22%,-10%,COc1ccc(C(=O)c2sc3nc(C)cc(-c4cccs4)c3c2N)cc1OC

# New compounds follow
N370S GC mod,FEN1 inh,GCN5L2 inh,canonical_smiles
-23%,16%,-17%,O=C(CCCN1C(=O)c2ccccc2C1=O)Nc1c2c(nc3c1CCC3)CCC2
1%,14%,-5%,O=C(/C=C/c1ccc([N+](=O)[O-])cc1)N1CCN(S(=O)(=O)c2cccs2)CC1
.,-4%,0%,COc1ccccc1-n1nnnc1SCC(=O)NC(=O)Cc1ccccc1
0%,-3%,-11%,O=C(CN1C(=O)c2ccc([N+](=O)[O-])cc2C1=O)NCC1CCCO1 (stereo not drawn)
-9%,14%,2%,COc1ccc(S(=O)(=O)CCC(=O)N2c3ccccc3CC2C)cc1 (stereo not drawn)
-14%,12%,0%,CN1CCN(c2ccc(NC(=O)C(C)(c3ccccc3)c3ccccc3)cc2)CC1
-6%,2%,-10%,COc1ccccc1N=c1scc(-c2ccc3c(c2)NC(=O)CO3)n1CC1CCCO1 (stereo not drawn)
-6%,1%,0%,CCCCNC(=O)c1cc2ccccc2s1
-2%,-1%,-1%,Cc1cc(C)cc(NC(=O)CSc2nnnn2-c2cccnc2)c1
-5%,-11%,-19%,COc1ccc(C(=O)COC(=O)CCNS(=O)(=O)c2ccccc2)cc1Br

# Continuation.
N370S GC mod,FEN1 inh,GCN5L2 inh,canonical_smiles
-4%,0%,-2%,Cc1ccc(Oc2ccc(C(F)(F)F)cc2[N+](=O)[O-])c([N+](=O)[O-])n1
11%,0%,1%,O=C(O)/C=C\C(=O)Nc1ccccc1C#Cc1ccc(Br)cc1
14%,7%,2%,CC1(C)CC(=O)c2cc(OCC(=O)N3CCCCCC3)ccc2O1
-1%,-3%,?,COc1cc(NC(=O)c2cccs2)cc(OC)c1
-2%,-2%,-4%,CC1CCCC(C)N1C(=O)Cn1nnc(-c2ccc([N+](=O)[O-])cc2)n1 (stereo not drawn)
-3%,?,-13%,CCCOc1cccc(C2C(C(=O)c3ccc(C)o3)=C(O)C(=O)N2c2nc(C)c(C(C)=O)s2)c1 (stereo not drawn)
-5%,14%,-5%,CC(C)N1CCC(N2CCN(C3CCCCC3)CC2CCO)CC1 (stereo not drawn)
4%,1%,-12%,Cc1nc2cc(NC(=O)NCc3ccco3)ccc2o1
-9%,-7%,-15%,COc1cc2ccccc2cc1C(=O)Nc1ccc(Cc2ccncc2)cc1
-18%,?,-8%,OC(CNCC1CCCO1)Cn1c2ccc(Br)cc2c2cc(Br)ccc21 (stereo not drawn)

# The listing continues:
N370S GC mod,FEN1 inh,GCN5L2 inh,canonical_smiles
.,10%,-2%,COc1ccc(NC(=O)CCc2c(C)nc3c(-c4ccc(F)cc4)c(C)nn3c2C)c(OC)c1
.,7%,-5%,O=C(NCCc1ccc(Cl)cc1)c1c2c(nc3ccccc13)C(=O)N(C1CCCCC1)C2
1%,9%,-3%,CCCC(=O)NC(=S)Nc1nc(-c2ccc(OC)cc2)cs1
-1%,18%,-3%,COC(=O)c1ccc(CNC(=O)c2ccc3c(c2)OCCO3)cc1
-1%,1%,44%[activator],Cc1cccc(N2CCN(C3=NC(=O)/C(=C\c4cn[nH]c4-c4ccccc4)S3)CC2)c1
-8%,-2%,-11%,O=C(CCc1nc2ccccc2c(=O)[nH]1)OCc1ccccc1F
.,9%,1%,CN(Cc1ccccc1)C(=O)c1ccc(NC(=O)Cc2cccc(NC(=O)C3CCN(C(=O)C4CC4)CC3)c2)cc1
1%,-11%,-4%,O=[N+]([O-])c1cnccc1Nc1ccccc1
.,11%,-4%,Cc1ccc(NC(=O)CCc2c(C)nc3c(-c4ccccc4)c(C)nn3c2C)c(C)c1
2%,10%,-23%,CCc1ccc([C@@H]2CC=C(C(=O)O)[C@H](c3ccc(F)cc3)N2S(=O)(=O)c2ccc(C)cc2)cc1

# Other entries follow:
N370S GC mod,FEN1 inh,GCN5L2 inh,canonical_smiles
-5%,3%,0%,O=C(CSc1ncn[nH]1)Nc1nc(-c2ccccc2)cs1
6%,5%,-5%,Cc1ccc2cc(C(c3nnnn3C(C)(C)C)N3CCCCCC3)c(=O)[nH]c2c1 (stereo not drawn)
2%,3%,0%,Cc1ccc(C(C(=O)NCc2ccco2)N(C(=O)CNC(=O)c2cccs2)c2c(C)cccc2C)cc1 (stereo not drawn)
-15%,18%,-6%,CCC(C)(C)NC(=O)CN(C(=O)c1ccc(N2CCCC2)nc1)c1ccc(F)cc1
-10%,5%,-2%,COc1cccc2cc(C(=O)NCCc3c[nH]c4ccccc34)c(=O)oc12
4%,7%,-2%,COc1ccc(NC(=O)C2CC(c3cccc(Br)c3)=NO2)cc1OC (stereo not drawn)
-4%,-3%,-27%,O=C(C(Cc1ccc(Cl)cc1)NS(=O)(=O)c1ccccc1)N1CC[C@@]2(O)CCCC[C@H]2C1 (stereo partly drawn)
14%,-13%,?,O=C(NCc1ccco1)c1cccn2c(=O)c3c4c(sc3nc12)CCCC4
-12%,-15%,2%,Clc1ccc(-c2c(C3=NCCCN3)nnn2-c2ccc(Cl)cc2)cc1
.,-9%,-6%,COc1ccccc1CNC(=O)C(Cc1ccccc1)NS(=O)(=O)c1ccc2c(c1)oc(=O)n2C (stereo not drawn)

# Next section:
N370S GC mod,FEN1 inh,GCN5L2 inh,canonical_smiles
11%,-12%,-4%,O=C(COC(=O)c1ccccc1O)Nc1cccc(S(=O)(=O)NC2=NCCCCC2)c1
-2%,0%,-13%,Cc1ccc(OCc2n[nH]c(=S)n2-c2ccccc2)cc1
-8%,-11%,-6%,CCN(Cc1ccccc1)C(=O)c1cc2c(OC)c(OC)c(OC)cc2[nH]1
2%,1%,-11%,CCOC(=O)NC(=O)c1cn(Nc2ccccc2C(F)(F)F)c(=O)[nH]c1=O
-3%,2%,-4%,COc1cccc(N/C=C/C(=O)c2ccc(OC)c(OC)c2)c1
-10%,-2%,-13%,COc1ccccc1NC(=O)Cn1nnc(-c2ccccc2NC(=O)c2cnccn2)n1
0%,-4%,-4%,COc1c(C)cc(C(=O)C2CCCN(C(=O)c3cc4nc(C)cc(C)n4n3)C2)cc1C (stereo not drawn)
14%,7%,-3%,COc1ccc(C(=O)/C=C/c2ccccc2F)c(OC(=O)c2ccc([N+](=O)[O-])cc2)c1
.,-5%,24%,Cc1ccc2c(=O)c(C(=O)c3ccc(F)cc3)cn(CC(=O)Nc3ccc4c(c3)OCCO4)c2n1
.,-6%,-6%,CCc1nn2c(=O)cc(COC(=O)C(CC)c3ccccc3)nc2s1 (stereo not drawn)

# Entries of single compounds from above. Order of screens: N370S GC mod | FEN1 inh | GCN5L2 inh
# COc1c(C)cc(C(=O)C2CCCN(C(=O)c3cc4nc(C)cc(C)n4n3)C2)cc1C (stereo not drawn) in the list: 0% | -4% | -4%
# COc1cccc(N/C=C/C(=O)c2ccc(OC)c(OC)c2)c1 in the list: -3% | 2% | -4%
# CCOC(=O)NC(=O)c1cn(Nc2ccccc2C(F)(F)F)c(=O)[nH]c1=O in the list: 2% | 1% | -11%

# 7 consecutive records already listed, quoted:
N370S GC mod,FEN1 inh,GCN5L2 inh,canonical_smiles
2%,1%,-11%,CCOC(=O)NC(=O)c1cn(Nc2ccccc2C(F)(F)F)c(=O)[nH]c1=O
-3%,2%,-4%,COc1cccc(N/C=C/C(=O)c2ccc(OC)c(OC)c2)c1
-10%,-2%,-13%,COc1ccccc1NC(=O)Cn1nnc(-c2ccccc2NC(=O)c2cnccn2)n1
0%,-4%,-4%,COc1c(C)cc(C(=O)C2CCCN(C(=O)c3cc4nc(C)cc(C)n4n3)C2)cc1C (stereo not drawn)
14%,7%,-3%,COc1ccc(C(=O)/C=C/c2ccccc2F)c(OC(=O)c2ccc([N+](=O)[O-])cc2)c1
.,-5%,24%,Cc1ccc2c(=O)c(C(=O)c3ccc(F)cc3)cn(CC(=O)Nc3ccc4c(c3)OCCO4)c2n1
.,-6%,-6%,CCc1nn2c(=O)cc(COC(=O)C(CC)c3ccccc3)nc2s1 (stereo not drawn)

# The results go on.
N370S GC mod,FEN1 inh,GCN5L2 inh,canonical_smiles
5%,-6%,2%,Cc1oc2c(c1C(=O)Nc1ccc(C(=O)O)cc1)CCCC2
-5%,-1%,-2%,O=C(NC1CCCc2ccccc21)c1cccnc1 (stereo not drawn)
-4%,-3%,-11%,C=CCn1c(SCC(=O)Nc2nnc(CC)s2)nnc1-c1ccco1
.,-7%,-8%,Cc1nn(CC(=O)NC2(C)CCS(=O)(=O)C2)c(C)c1S(=O)(=O)N(C)C (stereo not drawn)
1%,-6%,-2%,O=C(Nn1c(-c2ccc(F)cc2)nc2ccccc2c1=O)c1cccnc1
4%,9%,1%,Cc1nn(C)c(C)c1S(=O)(=O)N(CC(=O)Nc1ccccn1)c1ccc(C(C)C)cc1
1%,-17%,-24%,COC(=O)c1c(NC(=O)Cn2nc(C(F)F)cc2C(F)F)sc(C)c1C
.,-4%,-3%,O=C(NC(=S)NCc1ccc(Cl)cc1)c1ccco1
16%,-11%,-4%,CC(=O)c1ccc(NC(=O)CCSCCC(=O)Nc2ccc(C(C)=O)cc2)cc1
.,5%,-9%,O=C(COC(=O)CNC(=O)c1ccccc1F)Nc1ncc(Cl)cc1Cl

# New compounds follow
N370S GC mod,FEN1 inh,GCN5L2 inh,canonical_smiles
3%,0%,1%,CCN(CC)S(=O)(=O)c1ccc2c(c1)N(CC(=O)Nc1cccnc1Cl)C(=O)CO2
.,?,-5%,Cc1ccc(NC(=O)c2c(NC(=O)C(F)(F)F)sc3c2CCCCC3)cc1
-6%,-9%&-5%,-7%&4%,CCN1CCN(C(=O)c2ccc3c(c2)N(Cc2ccccc2F)C(=O)c2ccccc2S3(=O)=O)CC1
2%,-28%,-7%,COc1ccc(/C=N/NC(=O)c2cc(C34CC5CC(CC(C5)C3)C4)[nH]n2)cc1OC
-9%,-1%,-14%,CCNc1nc(NCC)n2c(SCC(=O)Nc3ccc(Br)cc3F)nnc2n1
-15%,.,-16%,O=C(c1ccco1)N1CCC2(CCCN(c3ccccn3)C2)CC1
-9%,6%,2%,O=C(CCN1CCOCC1)N/N=C/c1cc(Br)cc(Br)c1O
1%,-1%,1%,CN(C)/C(=N\S(=O)(=O)c1ccc(Cl)cc1)c1ccc(F)cc1
6%,-4%,-11%,Cc1c(C=O)c(=O)n(-c2ccccc2)n1C
-1%,-3%,?,CCCCN(CCCC)c1cc(C)nc(-c2ccccc2O)n1
